Screening data (PubChem BioAssay)
MPTP block: mitochondrial permeability transition pore inhibitors, primary screen, biochemical, isolated mouse mitochondria, absorbance | inhibition, % at 10 µM | actives 1.4% (n = 360,000) | Ca2+ swelling absorbance, 30 min;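 active means inhibition of 50% or more, scaled per plate between neutral and stimulator controls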;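 further: 0% = DMSO wells given calcium and 100% = 1 mM EGTA wells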
EBI2 antag: EBI2 receptor antagonists, beta-arrestin recruitment, primary screen, cell-based, luminescence, 7a,25-OHC stimulation, uHTS; G-protein coupled receptor 183 (Homo sapiens), P32249; 7a,25-OHC stimulated; inhibition, % at 5 µM; actives 0.81% (n = 360,000); AID 651636, 2012; in the data active means inhibition above about 38%;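 further: enzyme fragment complementation signal reports receptor beta-arrestin coupling in cells; 0% = agonist plus DMSO wells and 100% = wells without agonist; some results beyond the cut were filed as inactive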
Target sequence (P32249 whole entry, looked up, the tested form may be a part): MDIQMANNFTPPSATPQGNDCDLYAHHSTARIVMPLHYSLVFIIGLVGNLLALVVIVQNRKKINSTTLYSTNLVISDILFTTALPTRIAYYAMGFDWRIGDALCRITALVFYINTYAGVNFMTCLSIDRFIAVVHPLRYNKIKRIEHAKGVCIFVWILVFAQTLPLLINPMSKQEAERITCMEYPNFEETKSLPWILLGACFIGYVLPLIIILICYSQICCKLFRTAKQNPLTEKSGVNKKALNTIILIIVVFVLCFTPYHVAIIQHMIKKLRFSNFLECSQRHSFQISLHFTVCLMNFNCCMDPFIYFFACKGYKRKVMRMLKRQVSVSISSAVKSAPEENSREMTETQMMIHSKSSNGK
CXCR6 inh: CXCR6 receptor inhibitors, primary screen, cell-based, beta-arrestin, luminescence, CHO-K1 PathHunter, 1536-well | C-X-C chemokine receptor type 6 (Homo sapiens), O00574 | inhibition, % at 20 µM | actives 0.36% (n = 360,000); in the data active means inhibition above about 34%, passing the limit was not always enough;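 further: antagonist mode with CXCL16 agonist at 10 nM final; 0% = 10 nM CXCL16 with DMSO and 100% = unstimulated wells without agonist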
Target sequence (O00574 whole entry, looked up): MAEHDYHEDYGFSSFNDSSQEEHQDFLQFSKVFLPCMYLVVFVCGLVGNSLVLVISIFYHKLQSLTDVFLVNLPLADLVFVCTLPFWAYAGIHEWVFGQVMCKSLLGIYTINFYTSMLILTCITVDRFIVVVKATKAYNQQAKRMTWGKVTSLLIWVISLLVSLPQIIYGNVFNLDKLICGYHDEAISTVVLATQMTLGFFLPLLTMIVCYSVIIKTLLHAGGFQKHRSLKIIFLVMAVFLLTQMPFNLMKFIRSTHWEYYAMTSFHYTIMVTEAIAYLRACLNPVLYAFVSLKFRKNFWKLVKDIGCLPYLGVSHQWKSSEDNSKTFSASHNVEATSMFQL
NR3A LBD binder: binders of NR3A ligand-binding domain, primary screen, biophysical, differential scanning fluorimetry, uHTS; Glutamate receptor ionotropic, NMDA 3A (GRIN3A) ligand-binding domain; NR3A LBD differential scanning fluorimetry, Tm shift; 0% = protein alone, 100% = glycine-bound protein; Tm shift relative to glycine control, % at 25 µM; actives 2.5% (n = 340,000);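 active means melting temperature shift of at least 10% of the positive control shift, at one fixed dose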
APOBEC3A inh: APOBEC3A ssDNA deaminase inhibitors, primary screen, selectivity assay for APOBEC3G inhibitor project, biochemical, FAM/TAMRA oligo cleavage fluorescence; DNA dC->dU-editing enzyme APOBEC-3A (Homo sapiens), P31941; recombinant A3A, FAM/TAMRA ssDNA deamination fluorescence; inhibition, % at 20 µM; actives 0.41% (n = 330,000); AID 493011, 2011;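 active means at least 40% inhibition at 20 µM here, with at most 30% in a related deaminase screen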;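 further: plate controls were A3A with DMSO for no effect and wells lacking A3A enzyme for full effect; some results filed as inactive read as strong as hits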
Gli-Sufu antag: Gli-Sufu pathway antagonists, primary screen, luciferase luminescence, Sufu-KO-LIGHT cells, uHTS | Sufu-KO-LIGHT fibroblasts, Gli luciferase reporter luminescence | inhibition, % at 5 µM | actives 0.74% (n = 340,000);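 active means inhibition above about 55%, limit read from the data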;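 further: 0% = DMSO-treated cells and 100% = wells with medium but no cells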
A3G deaminase: APOBEC3G DNA deaminase inhibitors, primary screen, biochemical, fluorescence, single-stranded DNA substrate, uHTS | inhibition, % at 20 µM | actives 0.28% (n = 330,000) | recombinant A3G, ssDNA deamination FAM/TAMRA fluorescence | DNA dC->dU-editing enzyme APOBEC-3G (Homo sapiens), Q9HC16;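 active means inhibition of at least 40% at 20 µM, with no more than 30% in the related APOBEC3A deaminase screen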;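 further: plate controls were DMSO wells with A3G for no effect and wells lacking A3G enzyme for full effect; some compounds called inactive have numbers as strong as hits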
CCR6 antag: CCR6 receptor antagonists, primary screen, cell-based, CHO-K1, luminescence, beta-arrestin, uHTS; actives 0.49% (n = 340,000); CHO-K1 CCR6 PathHunter beta-arrestin, CCL20-stimulated; inhibition, % at 20 µM; C-C chemokine receptor type 6 (Homo sapiens), P51684;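 active means compounds whose inhibition of the agonist-driven luminescence signal at 20 µM reaches about 50%, limit read from the data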;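 further: cells stimulated with CCL20 at 14 nM final; plate controls were DMSO with CCL20 for no effect and DMSO without agonist for full effect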
Target sequence (P51684 whole entry, looked up): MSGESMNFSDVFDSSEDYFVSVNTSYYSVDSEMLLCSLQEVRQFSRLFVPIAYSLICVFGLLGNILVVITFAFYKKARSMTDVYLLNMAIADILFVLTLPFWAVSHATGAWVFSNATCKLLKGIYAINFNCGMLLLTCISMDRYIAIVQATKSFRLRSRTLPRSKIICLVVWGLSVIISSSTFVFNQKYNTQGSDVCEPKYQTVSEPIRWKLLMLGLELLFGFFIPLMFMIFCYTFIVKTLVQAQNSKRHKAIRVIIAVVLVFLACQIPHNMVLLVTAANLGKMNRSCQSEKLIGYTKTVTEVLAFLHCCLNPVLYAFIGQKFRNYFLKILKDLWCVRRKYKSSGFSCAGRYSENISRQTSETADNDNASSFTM
* marks the source's active call; other numbers are inactive results; . = not tested or not shown.

mol	MPTP block	EBI2 antag	CXCR6 inh	NR3A LBD binder	APOBEC3A inh	Gli-Sufu antag	A3G deaminase	CCR6 antag
c1cn(-c2ccc(-c3ccnc4ncnn34)cc2)cn1	-1.1	7	1	0	-1	-4	-3	6
CCOC(=O)N[C@H](Cc1c[nH]c2ccccc12)C(=O)NC1CC1	2.9	-12	6	1	-5	6	2	7
COc1ccc(CCNC(=O)CN2c3cccc4cccc(c34)S2(=O)=O)cc1OC	-1.0	-1	2	-1	-3	-5	-3	22
COc1ccc(NC(=O)COC(=O)C(NC(=O)c2ccc(C)cc2)C(C)C)cn1 (centres undefined)	-1.3	-9	-5	2	2	-3	-3	12
CSc1ccc(/C=N\Nc2nncn2N)cc1	1.2	17	-30	2	-3	-3	-6	-6
CCOc1ccccc1N1CCN(C(=O)C2=CC=CN3CCS(=O)(=O)N=C23)CC1	-0.1	-11	3	-14	27	.	8	-2
Cc1ccccc1OCCC(=O)Nc1ccccc1C(=O)N1CCCCC1	0.3	-8	-3	3	2	0	-7	4
Cc1nc(N/N=C/c2cccc(F)c2)cc(N2CCOCC2)n1	0.1	-2	-17	1	-7	-5	17	-3
CC(=O)c1sc2nc(CSc3nncn3C)[nH]c(=O)c2c1C	-0.6	-7	-1	1	-22	6	-10	-1
COc1cc(/C=N/N(c2ccccc2)c2ccccc2)ccc1O	3.3	4	11	-5	-6	-13	-7	12
CN(C)C(=O)c1ccc(NC(=O)c2cc(-c3ccco3)nc3ccccc23)cc1	1.0	1	14	2	37	3	13	12
Cc1ccc(NC(=O)N2CCCCCC2)c(C)c1	0.3	-18	-15	4	-3	-15	-9	-7
C=CCNC(=S)N(C1CCCCC1)C1CCCCC1	-1.1	-6	-3	-2	-1	7	-15	9
C=CCn1c(N)c(C(=O)Nc2ccc(C)cc2)sc1=S	0.1	-3	-2	1	-1	-26	-1	9
CCNc1nc(NC(C)C)nc(Oc2ccc(OCCOc3ccccc3)nn2)n1	-0.2	-2	5	.	-6	43	-4	10
CCOC(=O)C1=CN(Cc2cccc(F)c2)S(=O)(=O)N(CC)C1c1ccc(C(F)(F)F)cc1 (centres undefined)	1.1	-6	4	4	2	4	1	22
CC1Cc2ccccc2N1S(=O)(=O)c1cccc(C(=O)NCc2ccco2)c1 (centres undefined)	-0.2	2	3	2	2	0	-6	6
Cc1cccc(NC(=O)CN2C(=O)N/C(=C/c3ccc(-c4cccc(C(=O)O)c4C)o3)C2=O)c1	-0.5	9	8	-3	-1	-1	-5	5
Clc1nc(CN2CCCCC2)nc2sc3c(c12)CCC3	-3.8	4	0	-3	0	10	-5	10
COc1ccc2c(c1)c(=O)cc(-c1ccccc1)n2C	2.4	2	-3	1	5	-16	1	-5
O=C(CCc1nnc(CCCCc2ccccc2)o1)NCc1cccc(F)c1	-0.2	-10	6	0	-1	5	-5	9
CCCn1c(SCC(=O)Nc2nonc2C)nnc1-c1ccoc1C	0.0	-3	-8	2	0	-2	0	-1
Cc1cccc(-n2ncc3c2CCCC3NC(=O)C2CCOCC2)c1C (centres undefined)	0.1	-4	-2	1	-2	33	-7	5
CCCn1c(SC(C)C(=O)N2CCOCC2)nc2ccc(Br)cc2c1=O (centres undefined)	-0.5	11	1	2	0	9	-8	13
COCCOCCn1cnc2ccccc21	-0.6	-5	1	-1	-7	-3	-10	8
Cc1ccc2nc(N3CCOCC3)c(C=O)cc2c1	4.3	-10	-11	2	-1	2	-2	-13
COCCCNC(=S)N1CCN(C(=O)c2ccco2)CC1	0.1	-3	-8	-2	-5	-4	-8	-6
COc1ccc(-c2cc(=O)oc(-c3cccc(C)c3)n2)cc1	1.4	-14	6	1	-5	7	-4	3
COCCNC(=O)COc1cc(=O)n(C)c2ccccc12	0.9	6	-5	0	-1	1	-5	-5
O=C(c1cnc2n(c1=O)CCS2)N1CCN(c2ccccc2F)CC1	-0.4	0	-2	-5	2	2	1	0
COc1ccc(/C=C2\C(=O)N(c3c(Cl)cc(Cl)cc3Cl)N=C2NC(=O)c2cccc([N+](=O)[O-])c2)cc1	5.9	15	26	13*	.	4	.	49
Cn1cnnc1SCC(=O)Nc1cccc(S(=O)(=O)N2CCCCCC2)c1	0.2	-2	-2	-2	2	-3	-6	5
Cn1c(=O)[nH]c(=O)c2c1nc([N+](=O)[O-])n2Cc1ccccc1	1.8	-34	22	1	0	-1	-4	27
O=C1CC(c2cccs2)Cc2nc(NCC3CCCO3)ncc21 (centres undefined)	-0.4	-11	3	0	-4	3	-4	-4
COc1ccc(/C=C/C(=O)Oc2cccc(/C=N/NC(=O)COc3c(C)cccc3C)c2)cc1	-1.2	3	5	-1	5	-55	3	-13
Cc1ccc(S(=O)(=O)N[C@@H](Cc2ccccc2)C(=O)CCl)cc1	1.1	1	10	-14	0	-4	-6	19
COc1ccc(-c2csc(Nc3ccccn3)n2)cc1	1.6	2	-14	9	3	-146	0	-9
COc1cc2c(cc1OC)C(c1ccc([N+](=O)[O-])cc1)NCC2 (centres undefined)	-0.1	-6	-1	0	-2	7	4	-4
COc1cc(C2Nc3ccccc3C(=O)N2c2ccccc2)c(Br)cc1OCC(=O)O (centres undefined)	-0.9	-3	-8	-1	-3	-8	-11	-6
Cc1nnc(SCc2cc(=O)[nH]c(N3CCN(Cc4ccccc4)CC3)n2)s1	-1.0	3	3	-2	-5	9	-6	-15
CCC(CC)NC(=O)COC(=O)c1ccc(NS(=O)(=O)c2ccc3c(c2)OCCO3)cc1	-1.7	1	5	2	-2	5	-3	9
COc1ccccc1C(=O)N1CCN(Cc2c[nH]c3ccccc23)CC1	-0.5	-7	-5	-9	-2	-14	-3	1
CC(=O)Nc1ccc(NC(=O)CSc2nnc(C)n2-c2ccccc2)cc1	1.4	4	-6	-1	-3	1	-15	6
CSc1ccc(S(=O)(=O)N2CCC(C(=O)NCC3CCCO3)CC2)cc1 (centres undefined)	-2.6	6	10	-1	63*	-15	11	13
Cc1cc(NC(=O)Nc2ccc(OCc3ccccc3)cc2)n(C)n1	1.8	-6	-1	7	-2	7	-5	2
CS(=O)(=O)N(CC(=O)NCc1ccccc1Cl)c1cccc([N+](=O)[O-])c1	-0.2	15	7	2	-2	-5	-9	-5
COC(=O)C12CCC3(SCCS3)C(C(=O)OC)(CCC13SCCS3)C2	0.1	2	3	-2	-2	3	2	1
CCCOC(=O)CC1C(=O)NCCN1C(=O)OC(C)(C)C (centres undefined)	0.0	6	-2	0	-2	-16	-14	-18
Cc1ccc(C(CC(=O)O)Nc2nc(N3CCCCC3)nc(N3CCCCC3)n2)cc1 (centres undefined)	-2.2	-11	4	-7	-3	-1	-7	3
CCc1ccc(N2CCN(C(=O)c3ccc(OC)c(OC)c3)CC2)cc1	-2.0	10	1	-1	-2	16	-3	1
COc1ccc(Cl)cc1S(=O)(=O)N1CCN(C(=O)c2n[nH]c(=O)c3ccccc23)CC1	0.4	1	0	2	-1	5	-2	5
COc1ccc(/C=C(/NC(=O)c2ccc(OC)cc2)C(=O)NCCc2c[nH]c3ccccc23)cc1	-1.8	17	3	6	-1	-6	-4	11
O=C(Cn1c(=O)c2sccc2n(Cc2cccc([N+](=O)[O-])c2)c1=O)NCCc1ccccc1	0.5	13	-2	-8	-4	3	-5	6
Cc1cccnc1CN1CCN(C(=O)CCc2nnc(CCc3ccccc3)o2)CC1	-5.2	-2	-2	-1	-1	25	-10	14
C=CC(=O)Nc1cccc(Oc2ncnc3[nH]cc(-c4cnc5ccccc5c4)c23)c1	-0.6	0	4	-3	-4	-16	-9	8
COC(=O)/C=C1\N/C(=N\c2nc(C)cc(C)n2)N(c2ccc(C)c(C)c2)C1=O	1.2	-1	2	0	2	46	0	9
O=C1CCCCN1CC(=O)N1CCCC(Nc2ccc(F)c(F)c2)C1 (centres undefined)	-0.9	5	1	-2	-4	-7	-2	8
Cc1ccc(N2C(=O)c3cccc4c(N)ccc(c34)C2=O)c2cccnc12	2.9	-19	-20	0	-209	41	-168	3
CCCS(=O)(=O)c1nnnn1-c1cccc(OC)c1	-1.1	19	21	1	.	1	.	14
O=S(=O)(c1ccc2nc(-c3ccccc3)[nH]c2c1)N1CCN(c2ccc(Cl)cc2)CC1	39	2	-9	13*	-1	-6	-2	-13

An excerpt of these results, field by field:
> COC(=O)C12CCC3(SCCS3)C(C(=O)OC)(CCC13SCCS3)C2
  MPTP block: 0.1
  EBI2 antag: 2
  CXCR6 inh: 3
  NR3A LBD binder: -2
  APOBEC3A inh: -2
  Gli-Sufu antag: 3
  A3G deaminase: 2
  CCR6 antag: 1

> COc1ccc(NC(=O)COC(=O)C(NC(=O)c2ccc(C)cc2)C(C)C)cn1 (centres undefined)
  MPTP block: -1.3
  EBI2 antag: -9
  CXCR6 inh: -5
  NR3A LBD binder: 2
  APOBEC3A inh: 2
  Gli-Sufu antag: -3
  A3G deaminase: -3
  CCR6 antag: 12

Remaining list, next part:
mol	MPTP block	EBI2 antag	CXCR6 inh	NR3A LBD binder	APOBEC3A inh	Gli-Sufu antag	A3G deaminase	CCR6 antag
CCn1cc(C(=O)NCCCOC(C)C)c(=O)c2cc(S(=O)(=O)N3CCC(C)CC3)ccc21	-0.5	3	11	1	-4	4	-8	4
CC1(C)CC(=O)/C(=C(\O)c2ccccc2)C(=NCCO)C1	0.5	-16	-4	1	1	2	1	9
O=C(CN1CCOCC1)Nc1scc(-c2ccccc2)c1C(=O)N1CCOCC1	3.2	6	5	2	0	22	3	-1
CC(Cc1ccccc1)N/C=C1\CC(=O)NC1=O (centres undefined)	-0.9	-1	-1	0	-2	-2	-2	3
CCc1ccc(-c2ccc(SCC(=O)NCC3CCCO3)nn2)cc1 (centres undefined)	-1.0	2	-8	1	-2	-28	-11	-4
COc1ccc(-c2nc3c([nH]2)c(=O)n(C)c(=O)n3C)c(OC)c1	-1.5	1	-3	2	3	-7	0	6
Cc1ccc2nc(-c3ccccc3)cn2c1	-0.3	9	-5	-1	-3	18	-9	8
Cc1ccc(OCc2cc(C(=O)NCc3cn4ccccc4n3)no2)cc1C	-0.3	-12	2	-4	-2	-3	1	3
CC(=O)N1CCC(N(CCN2CCOCC2)C(=S)Nc2ccc(C)c(C)c2)CC1	2.1	3	6	-2	0	7	-2	7
CCCCN1CCC(=O)NC1=O	-1.4	-5	1	2	.	6	.	11
NC(=O)NC1CCCc2c1[nH]c1ccc(Cl)cc21 (centres undefined)	-0.2	-2	0	-12	-2	17	-10	3
CCN1CCCC1CNC(=O)c1ccc2c(=O)n(CCOC)c(=O)[nH]c2c1 (centres undefined)	0.0	-10	-1	2	-6	5	-8	0
CSc1nnc(NC(=O)c2cc(=O)c3cc(C)cc(C)c3o2)s1	3.4	-7	9	0	0	1	-6	9
Cc1cc(C)n2c(SCC(=O)N(C)C3CCCCC3)nnc2n1	0.1	1	-5	-3	-3	-4	-9	4
O=c1oc2cc(Oc3ccc(C(F)(F)F)cc3[N+](=O)[O-])ccc2c2c1CCCC2	0.7	0	-3	-1	-1	2	-5	2
Cc1cc(C)n(C(=O)CCC2COc3ccccc3O2)n1 (centres undefined)	0.4	-2	-5	-2	-4	-4	-8	7
COc1ccc2cc(-c3ccccc3F)ncc2c1	2.6	5	-4	2	-4	-64	-5	0
